OXTR agonist: activates the human oxytocin receptor; CHO-OTR cells, Fluo-8 calcium fluorescence; normalized: DMSO 0%, oxytocin 100%; AID 2435; P30559; activation, % at 3 µM; hit rate 0.32% among 320,000;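 active means activation above the mean of all tested compounds plus 3 SD, cutoff set per screening run, cut at about 20% in these data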;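 further: peak over basal fluorescence ratio from a 100 s FLIPR kinetic read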
VIM-2 inhibitor: blocks Pseudomonas aeruginosa VIM-2 metallo-beta-lactamase; purified VIM-2, nitrocefin hydrolysis, epi-absorbance fluorescence; inhibition, % at 5.6 µM; AID 1527; hit rate 0.89% among 290,000;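 active means inhibition above the mean of all tested compounds plus 3 SD, cutoff set per screening run, cut at about 7.5% in these data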;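 further: red hydrolysis product quenches plate fluorescence so inhibitors raise well fluorescence; 0% = enzyme with DMSO and 100% = DMSO without enzyme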
IMP-1 inh: blocks Pseudomonas aeruginosa IMP-1 metallo-beta-lactamase | inhibition, % at 5.6 µM | AID 1556 | hit rate 0.45% among 290,000 | purified IMP-1, nitrocefin hydrolysis, epi-absorbance fluorescence;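 active means inhibition above the mean plus 3 SD of all compounds in the same screening run, cut at about 4.5% in these data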;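 further: 0% = IMP-1 with DMSO and 100% = DMSO wells lacking enzyme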
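assay system = purified recombinant IMP-1 metallo-beta-lactamase enzyme | schedule = 15 min preincubation plus 25 min reaction at 25 °C | signal = Epi-absorbance fluorescence, 480 nm excitation, 530 nm emission | read-out basis = percent inhibition from optical density relative to buffer-blank wells | controls = IMP-1 with DMSO as 0%, enzyme-free DMSO as 100%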
V1aR counter: counter-screen for oxytocin receptor agonists: human V1a receptor agonists; activation, % at 3 µM; hit rate 0.25% among 320,000; AID 2797; CHO-V1R cells, Fluo-8 calcium fluorescence, agonist mode; 0% DMSO, 100% 3 nM vasopressin;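 active means activation above the mean activation of all tested compounds plus 3 SD, per screening run, cut at about 20% in these data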;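 further: signal is peak over basal fluorescence ratio across a 100 second FLIPR read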
Target sequence (P37288 whole entry, looked up): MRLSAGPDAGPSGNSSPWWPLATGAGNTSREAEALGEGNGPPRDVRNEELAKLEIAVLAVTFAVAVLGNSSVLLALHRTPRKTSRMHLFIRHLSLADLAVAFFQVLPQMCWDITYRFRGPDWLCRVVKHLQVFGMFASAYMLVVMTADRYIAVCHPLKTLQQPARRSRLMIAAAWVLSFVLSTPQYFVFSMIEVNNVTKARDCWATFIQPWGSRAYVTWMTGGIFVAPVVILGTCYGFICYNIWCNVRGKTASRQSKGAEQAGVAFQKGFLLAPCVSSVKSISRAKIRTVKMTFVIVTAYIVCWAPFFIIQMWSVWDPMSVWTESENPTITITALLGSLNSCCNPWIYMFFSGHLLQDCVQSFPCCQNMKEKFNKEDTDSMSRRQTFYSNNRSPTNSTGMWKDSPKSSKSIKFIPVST
GPR7 antag: human neuropeptides B/W receptor 1 antagonism | P48145 | GPR7-expressing cells, fluorescence antagonist assay | inhibition, % at 4.4 µM | hit rate 1.1% among 290,000 | AID 1861; in the data active means inhibition above about 16%, passing the limit was not always enough;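 further: cells stimulated with the agonist NPW; 0% = agonist with vehicle and 100% = vehicle without agonist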
Target sequence (P48145 whole entry, looked up): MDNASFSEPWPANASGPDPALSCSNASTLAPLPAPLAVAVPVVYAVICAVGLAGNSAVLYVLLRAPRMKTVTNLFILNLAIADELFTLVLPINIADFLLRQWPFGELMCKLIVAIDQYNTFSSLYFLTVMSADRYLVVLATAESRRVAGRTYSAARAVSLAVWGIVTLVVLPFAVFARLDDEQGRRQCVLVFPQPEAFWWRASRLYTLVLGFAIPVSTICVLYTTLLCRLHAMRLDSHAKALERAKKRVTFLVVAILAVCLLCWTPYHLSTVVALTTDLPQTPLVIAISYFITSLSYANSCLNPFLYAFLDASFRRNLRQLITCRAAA
NS3 helicase inh: blocks Hepatitis C virus NS3 helicase unwinding; inhibition, % at 10.9 µM; NS3 helicase DNA unwinding, Cy5 molecular beacon fluorescence; hit rate 0.56% among 290,000; AID 1800;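 active means inhibition above the mean of all tested compounds plus 3 SD, set per campaign, cut at about 35% in these data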;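 further: 0% = DMSO wells and 100% = thioflavine S control wells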
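test system = hepatitis C virus NS3 helicase domain fragment enzyme | reagent = annealed dual-labelled DNA beacon duplex, ATP-started | times = 1 h at 25 °C | detection = Cy5 fluorescence, 0 and 60 min reads | read-out basis = percent inhibition from t60/t0 fluorescence ratio | control set = DMSO and thioflavine S | replication = one well per compound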
DNA FID counter: counter-screen for HCV NS3 helicase inhibitors: DNA intercalator displacement; DNA fluorescent intercalator displacement, fluorescence; inhibition, % at 7.9 µM; hit rate 0.17% among 290,000; AID 1845; in the data active means inhibition above about 37%;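 further: 0% = vehicle and 100% = reference compound; higher means more ethidium bromide displaced from hairpin DNA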
PHOSPHO1 inh: inhibitors of human PHOSPHO1 phosphatase. recombinant PHOSPHO1, absorbance phosphatase assay. hit rate 1.1% among 290,000. Q8TCT1. inhibition, % at 13.3 µM; in the data active means inhibition above about 60%
GalR3 antag: human GalR3 antagonism; AID 651719; inhibition, % at 3 µM; hit rate 0.44% among 360,000; HEK293 GalR3-CNG cAMP membrane potential fluorescence; galR3 body fused to GalR1 C-terminus; O60755;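 active means inhibition above the screen-wide average plus 3 SD, cut at about 13% in these data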;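 further: forskolin and galanin both at EC90 stimulate the cells; cAMP rise reported by CNG channel membrane potential dye signal; 0% = forskolin plus galanin with DMSO and 100% = forskolin alone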
Target sequence (O60755 1-299 limits assumed): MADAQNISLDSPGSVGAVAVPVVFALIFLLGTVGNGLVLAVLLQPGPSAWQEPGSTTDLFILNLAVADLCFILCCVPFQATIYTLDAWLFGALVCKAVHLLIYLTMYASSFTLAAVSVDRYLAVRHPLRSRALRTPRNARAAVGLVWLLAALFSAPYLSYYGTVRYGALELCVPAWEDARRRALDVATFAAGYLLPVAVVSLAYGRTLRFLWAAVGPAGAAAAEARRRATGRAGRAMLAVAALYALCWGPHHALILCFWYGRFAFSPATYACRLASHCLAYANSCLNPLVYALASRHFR
* hit, by the source's call; x = no result given.

Results follow in this order: OXTR agonist, VIM-2 inhibitor, IMP-1 inh, V1aR counter, GPR7 antag, NS3 helicase inh, DNA FID counter, PHOSPHO1 inh, GalR3 antag
CCOc1cc(C(c2c(C)[nH][nH]c2=O)c2c(C)[nH][nH]c2=O)cc(Br)c1OC
 : -0.3, -1.2, -0.9, 0.2, 10, -9, -16, 16, -8
O=C(Cn1[nH]c(=O)c2ccccc2c1=O)Nc1ccc2c(c1)CCC2
 : -1.4, -3.9, -1.8, 1.4, 1, -12, -20, -8, -3
CC1=CCC2C(=O)N(c3ccc(S(N)(=O)=O)cc3)C(=O)C2C1 (stereo unspecified)
 : 0.5, -0.7, -1.2, 0.6, -15, 4, -4, 9, -6
O=C(CN1CCN(Cc2cccc(Cl)c2)C1=O)NCc1ccccn1
 : -1.3, -5.6, -3.4, 0.2, 15, 5, -5, 1, 1
O=C(Nc1ccccc1)Nc1ccc2c(c1)CCC2
 : x, -1.2, -5.4, x, -2, 2, 0, 18, -4
CC1C(=O)NN=C1C(=O)N/N=C\c1ccc(O)cc1O (stereo unspecified)
 : -0.3, -2.4, -3.9, 0.1, -14, 1, 0, -15, -1
COc1ccc(C(=O)NCC(=O)OCC(=O)NC2CCCC2)cc1
 : -0.1, -3.5, -3.5, 1.2, -19, 6, 2, 24, 6
CCn1c(C(O)c2cc(OC)ccc2OC)nc2ccccc21 (stereo unspecified)
 : -0.3, -0.5, -1.9, -0.6, -11, 4, -13, 13, -7
Cc1ccc(/C=C2\SC(=S)N(CCCC(=O)Nc3nccs3)C2=O)cc1
 : 0.5, -3.1, -4.2, 0.5, -5, 4, -1, 4, -1
COCCn1c(SCC(=O)Nc2sccc2C(N)=O)nnc1-c1ccncc1
 : 2.2, -2.9, -4.2, 1.6, -13, 0, -4, 2, 2
C=CCNC(=S)N/N=C/c1ccc(C)c([N+](=O)[O-])c1
 : -1.7, -2.6, -0.8, -0.2, -11, -8, -8, 4, 0
O=C(O)C1CCN(c2ccc([N+](=O)[O-])cc2[N+](=O)[O-])CC1
 : 0.1, -1.1, 0.1, -0.6, -1, 14, -2, -6, 0
O=C(CN=C1NS(=O)(=O)c2ccccc21)OCC(=O)c1cc(F)ccc1F
 : -0.7, -1.5, -1.5, -0.5, -9, -9, -2, 17, -5
Clc1ccc(Cl)c(OCCCCN2CCCCC2)c1
 : 0.8, -2.8, -1.5, 1.7, -6, 3, 5, 18, -10
COC(=O)Cc1c(C)nc2nc(-c3ccc(OC)cc3)[nH]n2c1=O
 : 2.0, -2.2, 0.8, 0.0, 2, 1, -2, -7, -5
CC(C)=CC(=O)OCC(=O)Nc1ccc(F)cc1Cl
 : -2.1, -0.6, -0.4, -1.6, 10, 4, 0, 1, -4
COc1ccccc1/C=C/C=N/Nc1cccc(C(=O)O)c1
 : 3.8, -3.0, -2.4, 2.2, -10, 9, -22, 9, -10
CCCC(NC(=O)CNC(=O)C(C)(C)C)C(=O)O (stereo unspecified)
 : 0.7, 0.1, 0.5, 0.5, 12, 4, 7, 48, -2
Cc1ccc2c(c1)C(c1ccccc1)N(C(=O)c1ccc(F)cc1)CC(=O)N2 (stereo unspecified)
 : -0.8, -0.8, 1.1, 0.6, -14, 2, -30, x, -8
CCOC(=O)C1CCCN(Cc2nc(Cc3ccccc3Cl)no2)C1 (stereo unspecified)
 : -0.5, -1.5, -0.9, 2.6, -16, 12, -25, 28, 2
COC(=O)CCCC1=CC2=C(c3ccccc3)C(=O)C(C)(OC(=O)C3CCCC3)C(=O)C2=CN1CC1CC1 (stereo unspecified)
 : -0.8, x, x, -0.1, x, x, x, 31, -4
COc1ccc(-c2noc(C(C)NC(=O)c3ccco3)n2)cc1OC (stereo unspecified)
 : -0.3, -0.6, -2.1, 0.1, -1, 3, -19, 15, -6
CCNCc1ccccc1OCc1ccccc1
 : -0.2, -3.0, -1.8, 0.8, -16, -7, 4, 69*, -8
CN(C)c1oc(/C=C/c2cccs2)nc1S(=O)(=O)c1ccccc1
 : -1.4, -0.4, -4.1, -0.5, -8, 10, -17, 34, -9
CCCCNCC#CCOc1cc(C)ccc1C(C)C
 : 2.2, -1.9, -1.1, 1.9, 2, -36, 21, 46, -12
Cc1[nH]c(=O)cc2ccccc12
 : 0.9, -2.5, -1.9, 0.2, -6, 18, -4, 94*, -3
CC1=C(C(=O)Nc2ccccc2C)C(c2cccs2)NC(=S)N1 (stereo unspecified)
 : -0.7, -2.0, -2.6, 0.3, -12, 4, -3, -4, -4
CCc1ccccc1NC1=NCC(=O)N1Cc1ccccc1
 : -2.5, -2.6, -2.1, -1.3, -6, 0, -6, 17, 0
O=C(NCCOc1ccc(F)cc1)c1ccccc1SCc1ccccc1
 : 0.5, -2.9, -0.7, 0.4, 7, -12, -29, -2, -6
COC(=O)C1=C(N)OC2=C(C(=O)CCC2)C1c1ccc2c(c1)OCO2 (stereo unspecified)
 : 1.2, -2.5, -2.5, 0.9, -9, 4, -6, 34, -11

(list continues)
Results follow in this order: OXTR agonist, VIM-2 inhibitor, IMP-1 inh, V1aR counter, GPR7 antag, NS3 helicase inh, DNA FID counter, PHOSPHO1 inh, GalR3 antag
N#Cc1c2n(c3c(=O)n(Cc4ccc(Cl)cc4)cnc13)CCCCC2
 : 1.2, -0.3, -2.3, 0.6, -15, -1, -9, -7, 2
NC(=O)CC(NC(=O)Cc1ccc(Cl)cc1)c1ccc(NCCc2ccccc2F)c([N+](=O)[O-])c1 (stereo unspecified)
 : 0.3, x, x, 0.9, x, x, x, 48, -5
COC(=O)c1ccc(-c2ccc(C(c3c(C)[nH][nH]c3=O)c3c(C)[nH][nH]c3=O)o2)cc1
 : 0.1, 2.0, -0.1, -0.6, -1, 32, -9, 4, -6
O=C(Nc1ccc(Cc2nc3ccccc3s2)cc1)c1ccncc1
 : 6.2, 0.3, -3.0, 7.1, 18, -27, -18, 19, -9
Cn1c(SCC(=O)N2CCCC2)nc2cccnc21
 : 0.7, 1.1, -2.7, 0.6, 1, 2, -4, 45, -5
COc1cc(C)c(NC(=S)Nc2ccc(C)c(Cl)c2)cc1OC
 : 0.3, -3.7, -2.4, 0.8, -8, -7, -3, -4, 1
CCCN1CCCc2cc(CN(CCCN3CCOCC3)C(=O)Nc3ccc(OCC)cc3)ccc21
 : -0.3, -1.3, -0.8, -0.3, -6, -7, 3, 13, -5
COc1ccc(OC)c(/C=C/C(=O)OCC(=O)Nc2cccc(C(C)=O)c2)c1
 : 0.1, -1.0, -0.7, 1.3, -2, 10, -25, 2, 2
COc1ccccc1N1CCN(C(=O)C2CCN(S(=O)(=O)c3ccccc3)CC2)CC1
 : 1.2, -3.7, -4.3, 2.5, -14, 5, -42, 18, -5
C=CCN1C(=O)C(Cc2ccc(F)cc2)S/C1=N/N=C/c1ccco1 (stereo unspecified)
 : -1.6, 2.0, -0.7, 1.0, -8, -3, -3, -14, -1
Cc1ccccc1-n1c(SCC(=O)NC(N)=O)nc2sc(-c3ccccc3)cc2c1=O
 : 1.5, -2.2, -2.4, 1.3, -3, -1, -7, -12, -6
COC(=O)C1CN(C(=O)C(C)Oc2ccccc2Cl)c2ccccc2O1 (stereo unspecified)
 : -1.6, 1.4, -0.6, -1.6, 10, 1, -28, 16, -9
Cc1ccc(NC(=O)C(c2ccccc2)N(C)C)cc1Cl (stereo unspecified)
 : 0.3, -0.6, -1.1, 1.4, 19, -14, 17, -87, x
CC(=O)N1CCN(c2ccc(NC(=O)c3ccc(OCc4ccccc4)cc3)cc2)CC1
 : 0.7, -0.1, -0.3, 2.1, -3, -4, -1, 13, -4
O=C(COC(=O)c1cccs1)NCCN1C(=O)CSC1=O
 : -0.1, -1.1, -0.8, -0.4, -6, -3, 1, 6, 0
COC(=O)c1ccc(Nc2ncnc3sccc23)cc1
 : -1.6, -1.6, -2.4, 1.0, -27, -7, -10, 29, -6
COc1ccccc1OCCn1c(=O)n(C)c2ccccc21
 : -0.2, -1.2, 0.4, -0.1, -6, 7, -14, 42, -4
O=C(CC1NCCNC1=O)Nc1cccc([N+](=O)[O-])c1 (stereo unspecified)
 : -0.7, -2.8, -2.1, -0.2, 0, 1, 0, 4, -6
NC(=O)c1oc2ccccc2c1NC(=O)CS(=O)(=O)c1ccccc1
 : 0.1, -1.1, -4.9, 0.1, -13, -4, -4, 26, -7
O=C(Nc1cccc(S(=O)(=O)N2CCOCC2)c1)C1CCCN(C(=O)c2ccc(Cl)cc2)C1 (stereo unspecified)
 : 5.0, -0.2, -1.5, 8.2, -9, 5, -31, 25, -2
Cc1ccc(NC(=O)NCc2cccnc2)cc1Cl
 : -0.3, 0.0, -0.3, 0.4, -16, -2, -5, 22, -3
COc1ccc(Cn2c(=O)[nH]c3cc(C(=O)Nc4ccccc4C)ccc32)cc1
 : 5.2, -0.8, -2.7, 4.0, -8, -6, -27, 14, -9
O=C(O)c1ccc2c(c1)C(=O)N(c1cccc(S(=O)(=O)Nc3cccc(C(F)(F)F)c3)c1)C2=O
 : 0.4, -1.5, -2.3, 0.9, 1, -24, 7, 23, 2
CC(=O)Nc1ccc(S(=O)(=O)N2CCN(Cc3nc4sc(C)c(C)c4c(=O)[nH]3)CC2)cc1
 : -0.5, -3.6, -2.5, 0.1, -11, 0, -8, 24, 2
Cc1ccc(S(=O)(=O)N(C)CCCC(=O)Nc2ccc(F)cc2)cc1
 : 1.2, -3.6, -3.1, 2.6, -6, 1, -10, -10, 0
Cc1ccc(NC(=O)C2CCCCC2C(=O)O)cc1C (stereo unspecified)
 : 0.2, -3.4, -3.8, -1.6, -15, 0, -2, 20, -3
Cc1ccc(S(=O)(=O)NCCc2cn3nc(C)c(C)nc3n2)cc1C
 : -2.1, -1.4, -2.1, -0.6, -3, 8, -20, 32, 5
Nc1nnc(CSCc2ccc(F)cc2)s1
 : 0.7, -1.7, -0.4, -0.4, -5, 9, 0, 20, -6

Seven of the compounds above, as comma-separated lines.
mol,OXTR agonist,VIM-2 inhibitor,IMP-1 inh,V1aR counter,GPR7 antag,NS3 helicase inh,DNA FID counter,PHOSPHO1 inh,GalR3 antag
COC(=O)c1ccc(-c2ccc(C(c3c(C)[nH][nH]c3=O)c3c(C)[nH][nH]c3=O)o2)cc1,0.1,2.0,-0.1,-0.6,-1,32,-9,4,-6
O=C(Nc1ccc(Cc2nc3ccccc3s2)cc1)c1ccncc1,6.2,0.3,-3.0,7.1,18,-27,-18,19,-9
Cn1c(SCC(=O)N2CCCC2)nc2cccnc21,0.7,1.1,-2.7,0.6,1,2,-4,45,-5
COc1cc(C)c(NC(=S)Nc2ccc(C)c(Cl)c2)cc1OC,0.3,-3.7,-2.4,0.8,-8,-7,-3,-4,1
CCCN1CCCc2cc(CN(CCCN3CCOCC3)C(=O)Nc3ccc(OCC)cc3)ccc21,-0.3,-1.3,-0.8,-0.3,-6,-7,3,13,-5
COc1ccc(OC)c(/C=C/C(=O)OCC(=O)Nc2cccc(C(C)=O)c2)c1,0.1,-1.0,-0.7,1.3,-2,10,-25,2,2
COc1ccccc1N1CCN(C(=O)C2CCN(S(=O)(=O)c3ccccc3)CC2)CC1,1.2,-3.7,-4.3,2.5,-14,5,-42,18,-5

Screens deposited in PubChem BioAssay by several laboratories.
